PI4K2A block = blocks human PI4K2A kinase activity; purified PI4K2A, ADP-Glo luminescence, 1 h; hits give low values; activity change, negative = inhibition, % at 76.9 µM; 0.13% of 420,000 active; AID 1346378; in the data active = activity change below about -50%;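 note: -100% = wells without enzyme as full effect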
Target sequence (Q9BTU6 whole entry, looked up): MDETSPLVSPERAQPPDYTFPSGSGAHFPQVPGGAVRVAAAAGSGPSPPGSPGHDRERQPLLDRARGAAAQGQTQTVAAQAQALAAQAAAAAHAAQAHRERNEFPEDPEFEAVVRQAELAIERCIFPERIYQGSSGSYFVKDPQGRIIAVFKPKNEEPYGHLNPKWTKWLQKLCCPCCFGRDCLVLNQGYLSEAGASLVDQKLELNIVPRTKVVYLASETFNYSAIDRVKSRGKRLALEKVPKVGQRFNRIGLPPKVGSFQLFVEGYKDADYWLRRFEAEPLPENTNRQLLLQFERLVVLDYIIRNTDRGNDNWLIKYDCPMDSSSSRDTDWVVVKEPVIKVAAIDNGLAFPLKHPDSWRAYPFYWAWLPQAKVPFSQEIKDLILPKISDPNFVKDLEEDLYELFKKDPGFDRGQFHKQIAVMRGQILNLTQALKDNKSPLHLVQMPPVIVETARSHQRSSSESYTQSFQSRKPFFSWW
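Compounds are screened against recombinant PI4K2A using PI as substrate and ATP, the latter dispensed at 300 microM. Reactions run one hour at ambient temperature before ADP-Glo detection; full inhibition defined by wells lacking enzyme.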
* = called active by the depositor; & = joins results of further samples.

SMILES	PI4K2A block
COC(=O)[C@@H]1[C@H](O[Si](C)(C)C(C)(C)C)C2OC2C[C@H]1S(=O)(=O)c1ccccc1 (some centres undefined)	-6.2
CCCCC(=O)N(Cc1ccccc1)c1ccccc1C(=O)Nc1cc(OC)ccc1OC	1.1
CCOc1ccc(CCNC(=O)C2CCCCC2)cc1OCC	2.5
O=C(NCc1ccco1)O[C@@H]1CC[C@@]23CCCN2C(=O)CCC[C@H]3C1	2.7
COC(=O)[C@@]12C[C@@H](CC(=O)N3CCCCC3)C(=O)N(CCc3ccc(OC)c(OC)c3)C1=CCC(C)(C)C2	-1.5
COC(=O)CC[C@@H](/C=C/C(=O)OC(C)(C)C)Sc1ccc(C(C)(C)C)cc1	-2.4
O=C(Nc1c(-c2ccccc2)[nH][nH]c1=O)c1ccc(-c2ccccc2)cc1	-20.1
CN(C)Cc1cn(-c2cccc(-c3noc4c3C(=O)N(CC(=O)N3CCOCC3)CC4)c2)nn1	-3.6
CC(C)(C)c1ccc(C(=O)Nc2cc(Cl)c(F)cc2C(=O)O)cc1	-10.6
Cc1ccc(-c2nnc(SCC(=O)NNC(=S)Nc3ccccc3)n2C2CCCCC2)cc1	3.0
Nc1[nH]c2cc(C(F)(F)F)ccc2c1C(=O)NC1CCCCC1	1.6
Cc1ccc(C)c(NC(=O)c2cc(-c3ccc(Cl)cc3)nc3ccccc23)c1	-2.7
CCCC1CCC2(CCCN2CCOC(=O)Nc2ccccc2C)CC1 (centres undefined)	-0.2
CCNC(=O)Nc1ccc2c(c1)C(=O)N(C)[C@H]1CC[C@@H](CC(=O)OC)O[C@H]1CO2	2.8
COc1ccc(Cn2cc(COC(=O)N3CCOCC3)nn2)cc1	3.0
CCOc1ccc(-n2c(SC/C=C/c3ccccc3)nnc2-c2ccco2)cc1	-0.3
COc1cc2c(cc1OC)CN(C(=O)[C@H](C)N[C@@H](CCc1ccccc1)C(=O)O)[C@H](C(=O)O)C2	-5.3
CC(C)(C)OC(=O)N1CCC(N[C@@H](Cc2c[nH]c3ccccc23)C(=O)NCC(c2ccccc2)c2ccccc2)(C(=O)NC2CCCCC2)CC1	3.5
C#CCNC(=O)C[C@H]1C(=O)N(Cc2ccc(OC)cc2)C2=CCCC[C@@]21C(=O)OCC	-0.8
O=C(CSc1nnc(COc2ccccc2)n1-c1ccc(Cl)cc1)Nc1ccc2c(c1)OCCO2	1.9

Not a retest: 2 of the compounds above.
SMILES	PI4K2A block
C#CCNC(=O)C[C@H]1C(=O)N(Cc2ccc(OC)cc2)C2=CCCC[C@@]21C(=O)OCC	-0.8
O=C(CSc1nnc(COc2ccccc2)n1-c1ccc(Cl)cc1)Nc1ccc2c(c1)OCCO2	1.9

(further entries)
SMILES	PI4K2A block
Cc1ccc(NC(=O)C2CCCN2S(=O)(=O)c2cccnc2)cc1C (centres undefined)	-2.6
CS(=O)(=O)OC12CCCN(C1)/C(=C/c1ccc(Cl)cc1)C2 (centres undefined)	0.9
O=c1c(-c2cccnc2)nc2ccccc2n1C(CCc1ccccc1)c1nc2ccccc2[nH]1 (centres undefined)	-4.7
CCCn1c(NC(=O)c2ccccc2)nc(Cc2ccccc2)c1-c1ccc(OC)cc1	-1.9
COC(=O)C[C@@H]1CC[C@@H]2[C@H](COc3ccc(NC(=O)c4ccc5c(c4)OCO5)cc3C(=O)N2C)O1	6.5
Nc1c(C(=O)N2CCN(c3ccccc3)CC2)nnn1Cc1ccc(Cl)cc1	-2.2
O=C(CN(C(=O)OCC1c2ccccc2-c2ccccc21)[C@@H](Cc1ccccc1)C(=O)O)OCc1ccc(C(=O)NCc2ccccc2)cc1	-4.4
Cc1ccc(C(=O)N(C)[C@H]2C[C@H]3c4[nH]c5c(-c6ccc7c(c6)OCO7)cccc5c4CCN3C[C@H]2[C@H](C)O)cc1	6.0
Cc1ccccc1NC(=O)CSc1nnc(-c2cc(-c3ccccc3)n[nH]2)n1N	5.2
O=C(Nc1nc(Cc2ccccc2)c(-c2ccccc2)n1Cc1ccccc1)c1ccccc1	1.4
COc1ccc(NC(=O)N[C@H]2CC[C@@H](CC(=O)NC3CCC3)O[C@@H]2CO)cc1	-4.1
Cc1ccc(OCc2nnc(SCC(=O)Nc3ccc(OCc4ccccc4)cc3)n2-c2ccc(Cl)cc2)cc1	2.9
Cc1cccc(OCC(O)CNC(C)(C)C)c1C (centres undefined)	-0.6
COC(=O)[C@@]12C[C@@H](CC(=O)NCCCCc3ccccc3)C(=O)N(Cc3ccco3)C1=CCC(C)(C)C2	-0.6
O=C(C(=O)N1CCC(Cc2ccccc2)CC1)c1ccccc1	0.9&3.8
C=CCN(C(=O)[C@@H](C)[C@@H](O)c1ccc(C(C)=O)cc1)c1ccccc1	-0.5
CCC(NC(=O)C1CCCN(c2ncccn2)C1)c1ccccc1 (centres undefined)	1.9
CCOC(=O)[C@@]12CCCC3=C1N(CCC3)C(=O)[C@H]2CC(=O)NCCC(C)C	-6.9
Cc1ccc(-c2cc(-c3nnc4sc(COc5ccccc5)nn34)[nH]n2)cc1	-2.3
COc1ccc(C(C(=O)Nc2ccc3c(c2)OCCO3)n2c(=O)c(-c3ccco3)nc3ccccc32)cc1 (centres undefined)	-2.7
O=C(NCCO)[C@H](Cc1ccccc1)NC1(C(=O)NCCN2CCOCC2)CCCCC1	-0.5
Cc1ccc(F)cc1C(=O)N(Cc1ccccn1)CC1CCCO1 (centres undefined)	-2.2
Cc1ccc(NC(=O)CSc2nnc(-c3cccnc3)n2Cc2ccco2)c(C)c1	-6.4
CCC(C)NC(=O)C1CCN(S(=O)(=O)c2ccc3[nH]c(=O)oc3c2)CC1 (centres undefined)	-6.4
Nc1nc2ncccn2c1-c1ccc(F)cc1	-0.3
O=C(NC1CCCC1)C1(C(=O)C2CC2)CC(c2ccccc2C(F)(F)F)=NO1 (centres undefined)	-5.8
COC(=O)[C@@]12C[C@@H](CC(=O)N3CCOCC3)C(=O)N(Cc3cccc4ccccc34)C1=CCC(C)(C)C2	2.2
CCC[C@H]1[C@@H](NC(=O)C2CCOC2)CC[C@@]23CCCN2C(=O)CCC[C@@H]13 (some centres undefined)	-0.9
Cc1nc2ccc(NC(=O)c3cc(F)cc(F)c3)cc2c(=O)[nH]1	6.8
S=c1[nH]nc(-c2n[nH]c3c2CCC3)n1N=Cc1cccs1	4.6

In another format: five of the compounds above.
SMILES,PI4K2A block
Nc1nc2ncccn2c1-c1ccc(F)cc1,-0.3
O=C(NC1CCCC1)C1(C(=O)C2CC2)CC(c2ccccc2C(F)(F)F)=NO1 (centres undefined),-5.8
COC(=O)[C@@]12C[C@@H](CC(=O)N3CCOCC3)C(=O)N(Cc3cccc4ccccc34)C1=CCC(C)(C)C2,2.2
CCC[C@H]1[C@@H](NC(=O)C2CCOC2)CC[C@@]23CCCN2C(=O)CCC[C@@H]13 (some centres undefined),-0.9
Cc1nc2ccc(NC(=O)c3cc(F)cc(F)c3)cc2c(=O)[nH]1,6.8

More compounds:
SMILES	PI4K2A block
CCCCCCCCN1C(=O)[C@H](CC(=O)N2CCSCC2)C[C@@]2(C(=O)OC)CC(C)(C)CC=C12	2.3
CCC(=O)Nc1ccc2c(c1)C(=O)N(C)[C@@H]1CC[C@@H](CC(=O)NCCN3CCCCC3)O[C@H]1CO2	1.8
COC(=O)[C@@]12C[C@@H](CC(=O)NCc3ccc(C)o3)C(=O)N(Cc3ccco3)C1=CCC(C)(C)C2	-0.9
Cc1ccc(-c2ccccc2C#N)cc1	-1.7
COc1ccc(S[C@]2(C(=O)N3CCCC3)CC(=O)N(c3ccsc3)[C@@H]2c2ccc(OC)cc2)cc1	-0.5
COC(=O)[C@]12C[C@H](CC(=O)NCCc3ccccc3OC)C(=O)N(Cc3ccc(Cl)cc3Cl)C1=C[C@H](C(C)C)O[C@@H]2C1CC1	-2.2
CC(C)(C)NC(=O)C(c1ccccc1F)n1c(=O)c(-c2cc3ccccc3[nH]2)nc2ccccc21 (centres undefined)	-3.6
CC(C)(C)NC(=O)C(c1ccc(C(F)(F)F)cc1)n1c(=O)c(-c2ccco2)nc2ccccc21 (centres undefined)	-8.0
C[C@@H]1COc2cc(Br)ccc2S(=O)(=O)N1Cc1cn(CCC2OCCCO2)nn1	-2.6
C[C@H]1[C@@H](OC(=O)NCCc2ccccc2)CC[C@@]23CCCN2C(=O)CCC[C@@H]13	-4.4
O=C(CSc1nnc(-c2ccncc2)n1-c1ccc(Cl)cc1)c1ccc(Cl)c(Cl)c1	7.6
CCCCNC(=O)C1C(c2ccc(OC)cc2)=Nc2ccccc2N1C(=O)c1ccc2ncccc2c1 (centres undefined)	-2.8
COc1ccc(NC(=O)C(c2ccnc3ccccc23)n2c(=O)c(-c3ccco3)nc3ccccc32)cc1 (centres undefined)	-7.8
CCOC(=O)[C@@]12CCC3=C1N(CCC3)C(=O)[C@H](CC(=O)NCc1ccc(OC)c(OC)c1)C2	1.9
CCc1csc(N2[C@H](CN(CCOC)S(=O)(=O)c3ccccc3[N+](=O)[O-])[C@H](c3ccccc3)[C@@H]2CO)n1	-2.0
O=C(NCc1ccccc1F)C1CCC(CNS(=O)(=O)c2cccc3cccnc23)CC1 (centres undefined)	-2.7
CC(c1c[nH]c2ccccc12)c1c(-c2ccccc2)n(C)c2ccccc12 (centres undefined)	-0.7
CCN=C1S/C(=C/c2cc(C)n(-c3ccc(Cl)cc3F)c2C)C(=O)N1CC	-1.4
COc1ccc(-c2noc(C3CCCN(C(=O)Nc4ccc(Cl)cc4)C3)n2)cc1 (centres undefined)	3.1
COCCCNC(=O)C[C@@H]1C[C@@]2(C(=O)OC)CC(C)(C)CC=C2N(Cc2cccc3ccccc23)C1=O	-3.9
CCN(CC)c1ccc(C=NNC(=O)Cc2cc(=O)[nH][nH]2)c(O)c1	-7.7
O=C(CCc1ccccc1)N[C@H]1[C@H](OC(=O)c2cccnc2)CCC[C@@]12C(=O)N(Cc1ccccc1)c1ccccc12	-2.2
CCOC(=O)[C@]12CCCC=C1N(Cc1ccccc1)C(=O)[C@H](CC(=O)N1CCN(C(=O)C3CC3)CC1)C2	-0.2
Cc1ccc(Cn2cc(COC(=O)NCC(C)C)nn2)cc1	-1.5
Cc1ccc(OCc2nnc(SCC(=O)Nc3ccc4c(c3)OCO4)n2Cc2ccco2)cc1	-3.3
CN(C)c1ccc(NC(=O)NC2CCCCN(Cc3cccc(Cl)c3)C2=O)cc1 (centres undefined)	-2.0
C[C@H]1COc2c3ccc(I)cc3nn21	-1.2
Cc1cccc(C)c1NC(=O)Cn1nnc(-c2ccncc2)n1	-2.4
O=C(c1cccc(F)c1)N1CCCC(c2nc(-c3cccs3)no2)C1 (centres undefined)	-1.1
O=C(NCCN1C(=O)C2C3C=CC(C3)C2C1=O)c1cc(F)cc(F)c1 (centres undefined)	1.1
c1ccc(Cn2c(SCC3CCC3)nnc2-c2cccnc2)cc1	-3.5
O=C(CN1C(=O)CCSc2ccccc21)Nc1cccc(Cl)c1F	1.6
CCCc1nc2ccccc2n1C(C)C(=O)NC(C)(C)C (centres undefined)	-1.0
O=C1c2c(-c3ccc(Br)cc3)noc2CCN1Cc1cn(Cc2ccccc2)nn1	-0.1
Clc1ccc(CN2CCN(N=Cc3cccc(OCc4ccccc4)c3)CC2)cc1	3.2
CCCC1CCC2(CCCN2CCOC(=O)Nc2ccccc2)CC1 (centres undefined)	1.2
O=S1(=O)c2ccc(Br)cc2OC[C@@H](Cc2ccccc2)N1Cc1cn(Cc2ccco2)nn1	-2.6
COc1ccc(NC(=O)N(CCc2c(C)[nH]c3ccccc23)Cc2cccs2)cc1OC	0.3
CCCCCNC(=O)C(c1ccc(-c2ccccc2)cc1)n1c(=O)c(-c2ccccc2)nc2ccccc21 (centres undefined)	-0.3
CCCCN1CN2Cc3cc(F)ccc3C2CS1(=O)=O (centres undefined)	-2.9
O=C(Nc1ccc(Br)cc1)OCCN1CCCC12CCC(c1ccccc1)CC2 (centres undefined)	-2.8
CC(=O)c1cc(-c2ccccc2S(=O)(=O)NC(C)(C)C)c(=O)n2c1CCC2	1.3
Oc1ccc(Br)c(CN2CCN(c3ncc(Cc4ccccc4)cn3)CC2)c1	-5.8
CC1=CC(=O)C(C(C)C)=C/C1=N\OS(=O)(=O)c1ccccc1	-4.1
CC(=O)C1(C(=O)NCc2ccccc2)CC(c2ccccn2)=NO1 (centres undefined)	-1.3
O=C(NCCc1c[nH]c2ccccc12)OCc1cn(-c2ccccc2Cl)nn1	4.8
COc1ccccc1C(=O)NC1CCCCN(Cc2ccc(Cl)cc2)C1=O (centres undefined)	-1.7
CCOC(=O)N1CCN(C(=O)C[C@@H]2C(=O)N(Cc3ccc(OC)cc3)/C3=C/CCCCC[C@@]32C(=O)OCC)CC1	-1.1
CCC(C(=O)NCc1ccccc1)n1c(Cc2cc(F)cc(F)c2)nc2ccccc21 (centres undefined)	-1.3
C=CCn1c(SCC(=O)Nc2ccccc2-c2ccccc2)nnc1-c1ccccc1	0.5

Part of the list above in order of SMILES length, high to low:
SMILES	PI4K2A block
CCC(C(=O)NCc1ccccc1)n1c(Cc2cc(F)cc(F)c2)nc2ccccc21 (centres undefined)	-1.3
O=C(NCCc1c[nH]c2ccccc12)OCc1cn(-c2ccccc2Cl)nn1	4.8
O=C(Nc1ccc(Br)cc1)OCCN1CCCC12CCC(c1ccccc1)CC2 (centres undefined)	-2.8

Going on with the list.
SMILES	PI4K2A block
N#Cc1ccc(Cn2ccc3ccc(-c4ccc5ccn(Cc6ccc(C#N)cc6)c5c4)cc32)cc1	-2.8
Cc1ccc(S(=O)(=O)N2CCCC(C(=O)Nc3c(C)n(C)n(-c4ccccc4)c3=O)C2)cc1C (centres undefined)	-1.9
CN(Cc1ccccc1)S(=O)(=O)c1cccc(C(=O)OCC2CCCCC2)c1	2.8
COCCCN1C(=O)[C@H](CC(=O)N2CCN(C(=O)c3ccco3)CC2)[C@]2(C(=O)OC)CCCCC=C12	-3.9

Screening data from PubChem BioAssay.

Only part of the results is shown; the hit share may differ from the screen's.
